Screens from PubChem BioAssay.
FXIIa inh mix = inhibitors of human coagulation factor XIIa, pooled mixtures. P00748. purified FXIIa, fluorogenic substrate. inhibition, % at 5 µM. hit rate 0.2% among 62,000. AID 684;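 note: 0% = enzyme without compound and 100% = no enzyme blank; some results filed as inactive read as strong as hits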
CatG inh = cathepsin G (human) inhibition; P08311; purified enzyme, AMC-tetrapeptide fluorescence, pooled mixtures; inhibition, % at 5 µM (by protocol); hit rate 0.2% among 62,000; AID 581;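 active = inhibition above 20% in each of the two mixture wells holding the compound; inactive = inhibition of 20% or less in either well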;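 note: 0% = enzyme control without mixture and 100% = blank lacking enzyme; strong numbers were not always called active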
Target sequence (P08311 21-244 limits assumed): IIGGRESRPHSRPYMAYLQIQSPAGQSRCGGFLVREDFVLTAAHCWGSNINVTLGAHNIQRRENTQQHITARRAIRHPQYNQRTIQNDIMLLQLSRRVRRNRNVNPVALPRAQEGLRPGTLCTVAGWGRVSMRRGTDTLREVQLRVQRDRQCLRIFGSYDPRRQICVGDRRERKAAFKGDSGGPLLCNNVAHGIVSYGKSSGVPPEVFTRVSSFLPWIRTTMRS
CatL block = blocks human cathepsin L protease activity. P07711. purified cathepsin L, fluorogenic substrate, fluorescence. inhibition, %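 (tested at 10 µM)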. hit rate 0.17% among 58,000; in the data active = inhibition above about 45%;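 note: 0% = enzyme with no compound and 100% = no enzyme blank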
Target sequence (P07711 114-288 limits assumed): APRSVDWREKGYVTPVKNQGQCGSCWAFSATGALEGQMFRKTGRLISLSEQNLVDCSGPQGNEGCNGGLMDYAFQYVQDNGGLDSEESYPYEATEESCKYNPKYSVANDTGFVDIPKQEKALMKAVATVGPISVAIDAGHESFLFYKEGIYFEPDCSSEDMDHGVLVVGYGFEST
Target sequence (P07711 292-333 limits assumed): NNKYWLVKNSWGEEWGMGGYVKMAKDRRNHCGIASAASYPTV
AP complement = orthogonal test for alternative complement pathway inhibitors. Human serum alternative complement pathway, LPS-coated ELISA, C3 deposition; tested in compound mixtures. inhibition, % at 5 µM. hit rate 0.08% among 62,000. AID 1235;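 active = inhibition above 30% in each of the two pooled mixtures holding the compound, so the lower value exceeds 30%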;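 note: 0% = serum in Mg-EGTA without compound and 100% = EDTA serum blank; some compounds past the cut are filed as inactive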
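Test system: human serum alternative complement pathway, C3 deposition on LPS-coated wells; also added: Plate-bound LPS; doses: 5 µM per compound in ten-compound mixtures; schedule: 1 h at 37 °C; detection: Anti-C3 ELISA, OD 450 nm; evaluation: percent inhibition of C3 deposition onto LPS; repeats: two pool placements per compound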
C1s inh = human complement C1s inhibition. P09871. purified C1s, fluorogenic AMC substrate, pooled mixtures. mean inhibition % of two 10-compound mixtures (hits give high values), % at 5 µM (by protocol). hit rate 0.16% among 62,000. AID 538;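 active = inhibition above 20% in each of the two 10-compound mixture wells holding the compound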;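 note: 0% = enzyme wells lacking compound mixture and 100% = no-enzyme blank wells; some compounds called inactive have numbers as strong as hits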
CatS inh = inhibitors of human cathepsin S; inhibition, %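 (tested at 5 µM per compound within 10-compound mixtures)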; recombinant cathepsin S, AMC dipeptide fluorescence, pooled mixtures; hit rate 0.06% among 62,000; AID 501; in the data active = inhibition above about 32%, passing the limit was not always enough;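 note: 0% = enzyme without compound and 100% = blank without enzyme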
Target sequence (P25774 115-331 limits assumed): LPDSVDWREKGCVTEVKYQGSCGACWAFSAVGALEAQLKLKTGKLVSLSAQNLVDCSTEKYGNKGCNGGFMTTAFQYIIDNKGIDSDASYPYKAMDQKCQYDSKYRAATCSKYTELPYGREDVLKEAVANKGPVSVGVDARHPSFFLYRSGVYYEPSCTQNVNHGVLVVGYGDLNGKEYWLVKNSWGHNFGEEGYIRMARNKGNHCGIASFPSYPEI
FXIa mix inh = inhibitors of human coagulation factor XIa, pooled mixtures; hit rate 0.19% among 62,000; P03951; purified FXIa, fluorogenic substrate; AID 680; inhibition, % at 5 µM;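 note: each value is inhibition by a whole ten-compound pool holding the compound; 0% = enzyme with no mixture and 100% = wells lacking enzyme; strong numbers were not always called active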
CatB inh = blocks human cathepsin B protease activity. P07858. AID 453. hit rate 0.1% among 63,000. inhibition, %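 (tested at 10 µM)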. purified cathepsin B, fluorogenic substrate, fluorescence; in the data active = inhibition above about 21%;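 note: 0% = enzyme with no compound and 100% = no enzyme blank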
CatB mixtures = inhibitors of human cathepsin B in compound mixtures. P07858. Purified cathepsin B, AMC dipeptide fluorescence. inhibition, %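 (ten-compound pools at 5 µM per compound and 50 µM total)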. hit rate 0.06% among 62,000. AID 488; in the data active = inhibition above about 22%, passing the limit was not always enough;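 note: 0% = enzyme without compound and 100% = no enzyme blank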
An asterisk follows results filed as active; · = no result given. Cut-off read from the data, not from the text of the source, unless noted: active = inhibition above about 20% (passing the limit was not always enough); inactive = the rest. Some of the compounds tested, so the mix of outcomes need not match the whole.

SMILES	FXIIa inh mix	CatG inh	CatL block	AP complement	C1s inh	CatS inh	FXIa mix inh	CatB inh	CatB mixtures
O=c1c2ccccc2nc(SCc2cn3ccsc3n2)n1-c1ccc(F)cc1	8.5	2.4	-5.9	7.4	1.4	-4.0	8.0	0.9	-5.1
Cc1ccc(C(c2nnnn2CC2CCCO2)N2CCN(C(=O)c3ccco3)CC2)cc1 (centres undefined)	6.3	-0.2	24.4	5.1	5.5	3.7	2.6	3.1	0.6
COc1ccccc1N1CCN(C(=O)c2c(-c3ccccc3)noc2C)CC1	-14.3	9.0	-1.8	14.6	15.1	-7.8	2.9	2.3	2.7
COc1cccc(-n2c(=O)[nH]cc(C(=O)Nc3ccc4c(c3)OCCO4)c2=O)c1	-4.5	-1.3	11.2	9.2	-11.8	7.5	-6.9	1.0	-2.5
O=C(Cn1c(SCC(=O)NC2CCCC2)nnc1-c1ccncc1)Nc1ccc2c(c1)OCO2	14.2	6.5	7.0	-1.3	-9.0	5.7	-4.8	3.6	0.2
CCN(CC)CCCN(Cc1cc2cc(OC)ccc2[nH]c1=O)C(=O)Nc1ccc(F)cc1	4.8	10.9	4.8	2.3	-0.8	14.0	-4.3	3.5	2.0
CCCc1cc(=O)[nH]c(SCC(=O)c2ccc(S(=O)(=O)N3CCCC3)cc2)n1	1.1	10.9	17.6	7.9	17.3	7.4	3.9	1.3	4.5
O=C(COc1ncnc2ccc(Br)cc12)Nc1ccc(N2CCOCC2)cc1	-16.1	-1.8	1.1	-4.4	-22.5	-1.0	-4.6	-1.8	1.3
CC1CCCCC1NC(=O)CSc1nnc(N)s1 (centres undefined)	4.2	3.1	13.0	-0.6	-31.1	-8.5	-3.0	7.0	-5.3
c1ccc(C2=Nn3c(nnc3-c3cc(-c4ccccc4)n[nH]3)SC2)cc1	9.4	-3.9	0.6	2.5	-4.2	-6.1	5.3	-1.1	2.5
CCn1c(SCc2ccccc2)nnc1-c1ccc(S(=O)(=O)N2CCCCC2)cc1	14.4	-0.6	-2.0	6.6	0.5	4.6	8.1	-2.4	-3.2
COC(=O)c1ccc(Nc2nc(C)cc(=O)[nH]2)cc1	7.9	-10.0	1.0	-1.2	-5.9	4.2	-3.5	-0.6	7.9
Cc1cc(Cl)c(S(=O)(=O)Nc2ccon2)cc1OCC(=O)NC1CCCCC1	-2.0	2.6	11.5	12.3	-10.1	21.2	6.5	-6.1	-1.1
CCCCCn1c(SCCC(C)C)nc2c1c(=O)[nH]c(=O)n2C	1.0	8.1	10.2	4.8	12.9	-2.4	4.0	3.5	0.1
COc1ccc(NC(=O)CCOc2ccccc2)c(OC)c1	6.3	7.6	-2.3	13.1	-5.0	8.9	-0.5	1.5	5.3
Nc1nc(CN2CCN(c3ccccc3F)CC2)nc(Nc2ccccc2)n1	27.9	1.0	-4.0	11.6	-9.6	-2.5	3.6	-2.8	6.2
CC(C)NC(=O)CCS(=O)(=O)c1ccc(Br)s1	1.1	2.2	-2.1	12.9	3.3	-4.0	9.8	0.6	0.1
CCOC(=O)C1CCCCN1Cc1ccc(F)c(Br)c1 (centres undefined)	4.3	-12.4	·	-13.6	-12.3	-8.7	-3.3	1.2	-2.5
CCC(=O)Nc1ccc(S(=O)(=O)N2CCc3ccccc3C2)cc1	4.1	12.7	-3.6	21.7	16.7	3.6	7.3	2.5	6.3
COc1ccc(CCNc2oc(-c3ccco3)nc2C#N)cc1	-2.7	6.4	7.1	12.0	12.3	-2.9	5.0	-0.4	4.8
Cn1c2ccc(F)cc2c2ncn(CCN3CCOCC3)c(=O)c21	0.4	3.1	4.7	3.6	-18.9	9.6	-7.8	2.5	0.9
Cc1nc(SC2C=CS(=O)(=O)C2)n[nH]1 (centres undefined)	3.0	14.7	-4.8	5.4	3.2	10.1	6.8	1.1	28.3
Cn1c(=O)c2c(nc(NC3CCCCC3)n2Cc2ccccc2)n(C)c1=O	0.0	27.5	·	15.6	13.7	-0.5	15.2	-1.1	4.8
CCOCCCNCC(=O)N1CCN(S(=O)(=O)c2ccc(C)cc2)CC1	8.4	-13.2	36.3	7.8	6.2	-4.4	7.6	6.5	0.8
CCOc1ccccc1OCC(=O)O	6.7	7.3	2.0	11.2	4.9	0.0	2.1	3.4	3.4
CCOC(=O)Nc1c(C(=O)OC)[nH]c2cc(OC)ccc12	-2.5	3.1	-18.2	19.0	-1.9	-36.5	3.9	-0.5	-2.5
CCCCn1c(=O)n(CC(=O)Nc2c(CC)cccc2CC)c(=O)c2c1nc(CO)n2CCC	11.8	8.1	38.4	-0.5	16.5	-1.1	4.5	5.2	-2.3
O=C1c2ccccc2C(Nc2ccc3c(c2)OCCO3)N1c1ccc(Cl)cn1 (centres undefined)	8.8	-3.5	-12.6	13.9	-5.9	-6.2	6.9	-6.1	3.2
Cc1ccc2cc(C(c3nnnn3C(C)(C)C)N3CCCC3)c(=O)[nH]c2c1C (centres undefined)	5.7	13.2	21.4	-8.4	14.7	10.5	2.0	2.8	2.9
Cc1nnc(C)n1/N=C/c1cc(Br)ccc1O	1.4	-2.2	-7.6	10.8	-19.8	-4.4	8.2	2.7	-0.6
O=C(Nc1nc(-c2ccccn2)cs1)C1CC1	-14.3	-0.7	1.8	-9.2	17.8	21.1	12.3	-1.6	19.6
CCCc1cc(=O)[nH]c(SCC(=O)N(C)Cc2ccccc2)n1	-18.5	6.0	4.5	14.5	-0.9	3.5	-1.9	1.6	3.5
Cc1nc2ncnn2c(N2CCN(C(c3ccccc3)c3ccccc3)CC2)c1C	7.3	-4.7	-2.9	-6.6	-1.7	7.1	1.0	7.0	5.3
COC(=O)c1oc2nc(C)cc(C)c2c1N	11.5	6.8	-11.7	5.4	-14.9	-6.7	-1.3	0.2	-2.0
Oc1c(C(c2ccco2)N2CCN(C(c3ccccc3)c3ccccc3)CC2)sc2ncnn12 (centres undefined)	-3.1	0.7	4.8	6.7	-0.1	0.0	3.7	1.2	0.6
COc1cc(NC(=O)CSc2nc3ccccc3c(=O)n2C)ccc1NC(=O)c1ccco1	1.8	-1.4	4.0	11.3	6.1	-1.0	10.4	2.7	7.3
COC(=O)c1[nH]c2cccc(Cl)c2c1NC(=O)CN1CCCCC1C (centres undefined)	4.4	-3.8	1.0	-8.5	3.2	2.9	4.2	-1.1	0.1
COc1ccc2occ(NC(C)=O)c2c1	3.5	1.4	11.5	11.1	8.5	2.0	3.0	-7.6	2.4
O=c1c(F)cn(C2CCCO2)c(=O)n1Cc1c(F)cccc1Cl (centres undefined)	4.1	-0.2	3.2	-2.5	-7.8	-1.2	5.2	0.3	5.8
CCOC(=O)N1CCN(S(=O)(=O)c2ccc(F)c(C(=O)Nc3cccc(C)c3C)c2)CC1	8.4	-2.8	5.8	9.7	-8.4	2.4	0.4	-1.1	-2.4
CN(C)CCCOC(=O)CCc1ccccc1	-0.2	-0.8	-4.0	-6.5	-1.3	2.0	-1.7	3.0	4.7
Cn1nnnc1SCC(=O)N(C1CCCCC1)C1CCCCC1	0.0	13.8	2.8	-7.1	15.2	13.4	16.7	2.1	6.8
CCOC(=O)Cc1csc2nc3sc(C)c(C)c3c(=O)n12	0.6	23.1	4.0	1.3	-5.2	11.2	7.4	-1.4	5.2
Cc1ccc(Nc2nc(N)nc(CN3CCCCCC3)n2)c(C)c1	-1.3	7.9	·	-4.2	5.8	15.1	-1.9	5.3	0.3
O=C(Nc1nccs1)NC(C(F)(F)F)C(F)(F)F	-14.4	3.0	-0.7	-6.2	1.7	2.7	9.5	2.2	-5.2
O=C(CSCc1cnn(-c2ccccc2)c1-n1cccc1)NCc1cccs1	5.4	-1.4	0.0	5.6	-32.2	-3.3	3.1	-4.7	1.1
COC(=O)c1cccc(NC(=O)CN2CCN(Cc3ccccc3)CC2)c1	5.5	2.5	12.6	0.0	0.7	12.6	5.8	13.5	2.7
CCCn1c(=O)c2ccccc2n2c(SCC(=O)c3cc(C)n(CCOC)c3C)nnc12	-4.2	0.9	14.6	11.6	4.0	13.7	4.9	-3.4	6.9
CCOc1ccc(C(C)=O)cc1Cn1nc(C(=O)O)c2ccccc2c1=O	-2.4	12.6	·	8.3	21.8	11.3	10.7	1.8	6.3
N#C/C(C(=O)c1ccccc1)=C1/SC=C(N)N1c1ccccc1	3.4	7.5	9.2	4.2	11.7	-1.6	7.7	5.3	0.8
Cc1cc(=O)oc(C)c1C(=O)NCCC1=CCCCC1	10.7	8.4	-0.2	22.2	-2.3	-4.3	10.7	0.4	3.8
Cc1c(N=Cc2ccc[nH]2)c(=O)n(-c2ccccc2)n1C	4.1	-1.0	4.9	7.5	-1.9	9.9	9.4	·	5.5
CN=C1SC(C(=O)O)CC(=O)N1C (centres undefined)	8.5	-7.4	3.2	-1.2	-13.3	-3.7	7.3	1.3	6.2
CCCC(c1nnnn1Cc1ccc(OC)cc1)N1CCC(C(N)=O)CC1 (centres undefined)	4.1	0.3	-4.4	-3.7	4.4	5.5	3.4	1.9	2.1
CCOC(=O)c1cn(CC)c2ccc(S(=O)(=O)N3CC(C)CC(C)C3)cc2c1=O (centres undefined)	5.4	2.1	9.7	7.1	3.5	18.5	9.7	-2.0	8.4
CCOc1ccccc1C(=O)NCC(=O)OCC(=O)c1ccc2c(c1)OCCO2	-20.2	8.4	0.8	-0.3	6.7	7.2	13.8	-3.3	4.7
COc1ccc(CNC(=O)c2cccc(N3CCCC3=O)c2)cc1	4.5	2.2	1.3	18.9	-2.5	-3.6	8.5	-3.1	6.5
CCOC(=O)c1cc2sccc2n1Cc1ccc(C#N)cc1	3.2	7.0	9.6	8.7	-0.1	9.2	0.7	4.8	1.2
c1ccc(-n2nnnc2Oc2ccc(-c3nnco3)cc2)cc1	8.6	-3.8	16.1	20.9	-11.2	8.7	15.2	-1.1	-1.9
CC(c1nnc(SCC(=O)NC(=O)NCc2ccco2)n1-c1ccc(Cl)cc1)N(C)C (centres undefined)	2.9	6.2	60.8*	10.2	-15.3	2.5	-7.0	4.6	-5.3
Remaining list, next part:
SMILES	FXIIa inh mix	CatG inh	CatL block	AP complement	C1s inh	CatS inh	FXIa mix inh	CatB inh	CatB mixtures
C/C(=C1/SC(N2CCCC2)=NC1=O)c1ccc(Br)cc1	5.3	9.1	-1.9	13.7	9.0	-5.7	9.0	0.9	7.7
COc1ccc2nc(NC3=NCN(CC4CCCO4)CN3)nc(C)c2c1 (centres undefined)	15.5	-2.0	4.5	-10.0	-5.5	1.2	2.3	1.5	0.7
CC1CCN(c2nc3c(c(=O)n(C)c(=O)n3C)n2CCSc2nc3ccccc3s2)CC1	-1.5	-10.7	-5.9	-0.7	-19.0	-5.4	1.2	-1.3	-2.2
c1ccc(Cn2c(SCc3cn4cccnc4n3)nnc2-c2ccco2)cc1	6.3	7.4	7.8	-1.2	-15.9	7.7	-1.2	3.4	-1.9
Cc1ccc(S(=O)(=O)NC(C)C(=O)NC2CCCCCC2)cc1 (centres undefined)	2.3	8.9	·	15.1	17.1	-3.6	9.8	1.0	4.7

Of the compounds above, 3 have a cyano group.
SMILES	FXIIa inh mix	CatG inh	CatL block	AP complement	C1s inh	CatS inh	FXIa mix inh	CatB inh	CatB mixtures
COc1ccc(CCNc2oc(-c3ccco3)nc2C#N)cc1	-2.7	6.4	7.1	12.0	12.3	-2.9	5.0	-0.4	4.8
N#C/C(C(=O)c1ccccc1)=C1/SC=C(N)N1c1ccccc1	3.4	7.5	9.2	4.2	11.7	-1.6	7.7	5.3	0.8
CCOC(=O)c1cc2sccc2n1Cc1ccc(C#N)cc1	3.2	7.0	9.6	8.7	-0.1	9.2	0.7	4.8	1.2
